Rab7 wt GTP bind: alters GTP binding to wildtype dog Rab7. GST-Rab7 beads, fluorescent GTP binding, flow cytometry; actives lie on both sides; untreated = 100%, excess cold GTP = 0%. GTP binding activity (percent of control), % at 10 µM. hit rate 0.055% among 190,000;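 active = fluorescent GTP binding to Rab7 beads changed by at least 20 points from the 100% baseline, either direction, mostly lower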;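 also: median green fluorescence of bound Bodipy-FL-GTP per Rab7 bead population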
ABCB1 block: inhibitors of human ABCB1 transporter, ABCG2 counter-screen; P08183; CCRF-Adr cells, JC-1 efflux, flow cytometry; inhibition, % at 6.6 µM; hit rate 0.067% among 190,000; AID 1326; in the data active = inhibition above about 40%;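 also: 0% = vehicle and 100% = reference inhibitor; higher value means more JC-1 retained so stronger ABCB1 efflux block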
Rab2A wt mod: changes GTP binding to wildtype dog Rab2A, up or down. AID 760. GTP binding activity, % at 10 µM. GST-Rab2 wt beads, Bodipy-GTP binding, flow cytometry. P61105. hit rate 0.19% among 190,000;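 active = GTP binding activity at least 20 points away from 100%, either lowered or raised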;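 also: 0% = beads with excess unlabeled GTP and 100% = no-compound control corrected for plate trend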
Avidin bead fluor: avidin bead compound fluorescence profile; Avidin beads, compound fluorescence 488/530 nm, flow cytometry; hits give high values; fluorescence (KMESF) at 10 µM; hit rate 0.38% among 220,000; AID 1775; in the data active = fluorescence above about 47; also: inactives centre near 10
ABCG2 inh: human ABCG2 inhibition, ABCB1 as counter-screen; Q9UNQ0; IgMXP3 cells, JC-1 efflux, flow cytometry; inhibition, % at 6.6 µM; hit rate 0.1% among 190,000; AID 1325;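 active = inhibition above 80%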;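 also: 0% = DMSO and 100% = nicardipine control wells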
Target sequence (Q9UNQ0 whole entry, looked up): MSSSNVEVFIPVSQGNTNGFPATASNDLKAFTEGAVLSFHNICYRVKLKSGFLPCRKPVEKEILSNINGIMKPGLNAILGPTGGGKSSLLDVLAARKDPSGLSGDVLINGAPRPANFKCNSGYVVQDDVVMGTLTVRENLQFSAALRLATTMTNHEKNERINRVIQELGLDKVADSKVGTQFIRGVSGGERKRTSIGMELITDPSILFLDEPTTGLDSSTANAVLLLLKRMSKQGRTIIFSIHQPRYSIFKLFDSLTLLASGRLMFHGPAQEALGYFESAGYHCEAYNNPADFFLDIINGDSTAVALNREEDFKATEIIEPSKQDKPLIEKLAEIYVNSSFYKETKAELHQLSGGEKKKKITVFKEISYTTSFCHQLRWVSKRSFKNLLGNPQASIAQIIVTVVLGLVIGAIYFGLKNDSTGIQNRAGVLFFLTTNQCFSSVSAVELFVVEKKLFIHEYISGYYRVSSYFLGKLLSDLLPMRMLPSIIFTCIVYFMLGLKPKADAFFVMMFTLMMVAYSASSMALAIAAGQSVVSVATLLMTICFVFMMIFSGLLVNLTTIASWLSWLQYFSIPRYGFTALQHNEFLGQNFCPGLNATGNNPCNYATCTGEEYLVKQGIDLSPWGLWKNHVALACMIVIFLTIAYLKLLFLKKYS
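System: two drug-resistant human cell lines, ABCG2 and ABCB1; controls: nicardipine high and DMSO low controls; times: 10 min exposure at 25 °C with rotation, no wash; detection: flow cytometry of retained JC-1 fluorescence; read-out basis: percent efflux inhibition, scaled nicardipine 100% to DMSO 0%; doses: one concentration, 6.6 µM final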
Pf gametocyte: inhibitors of late stage P. falciparum gametocyte viability; AID 743093; P. falciparum stage V gametocytes, ATP luminescence, 24 h; inhibition, % at 10.9 µM; hit rate 0.065% among 150,000;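 active = inhibition above the mean plus 3 SD of compounds within the control limits, set per campaign, cut at about 38% in these data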;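 also: 0% = DMSO wells and 100% = medium only without gametocytes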
Rac1 wt modul: human Rac1 wildtype GTP binding, inhibitors and activators | P63000 | GST-Rac1 beads, fluorescent GTP binding, flow cytometry; actives lie on both sides; 0 = cold GTP competed, 100 = untreated | GTP binding activity (% of control), % at 10 µM | hit rate 0.27% among 190,000 | AID 757;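 active = GTP binding activity at least 20 points away from the 100% control level, either lower or higher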
HRas wt GTP: human HRas wildtype GTP binding, change in either direction; GTP binding activity, % at 10 µM; P01112; hit rate 0.14% among 190,000; GST-Ras wt beads, Bodipy-FL-GTP binding, flow cytometry; actives lie on both sides;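 active = GTP binding activity at least 20% away from the 100% baseline, either lowered as inhibitor or raised as activator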;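 also: 0% = unlabeled GTP competition control and 100% = no-compound control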
Target sequence (P01112 whole entry, looked up): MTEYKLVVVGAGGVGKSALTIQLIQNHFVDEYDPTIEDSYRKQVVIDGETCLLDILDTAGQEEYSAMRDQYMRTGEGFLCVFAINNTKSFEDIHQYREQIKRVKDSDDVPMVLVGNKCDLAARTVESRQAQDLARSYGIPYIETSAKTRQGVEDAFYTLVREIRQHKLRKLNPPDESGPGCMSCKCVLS
Mcl1 Noxa PPI: disrupts binding of human Mcl-1 to Noxa peptide; Q07820; TR-FRET Mcl-1/Noxa peptide binding, 2 h; inhibition, % at 21.7 µM; hit rate 1.5% among 220,000;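 active = compounds that cut the protein-peptide binding signal by more than 50% relative to plate controls in a single-dose test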;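 also: His-tagged Mcl-1 with rhodamine Noxa BH3 peptide and terbium anti-His antibody; 0% = Mcl-1 plus Noxa peptide wells and 100% = peptide-only wells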
Cdc42 wt: changes GTP binding to wildtype human Cdc42; AID 761; GST-Cdc42 beads, Bodipy-GTP binding, flow cytometry; actives lie on both sides; P60953; hit rate 0.2% among 190,000; percent activity (GTP binding), % at 10 µM;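 active = percent activity GTP binding at least 20 points away from the 100% baseline, either down as inhibitor or up as activator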;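 also: median bead fluorescence of bound Bodipy-FL-GTP at 100 nM; 0% = excess unlabeled GTP control and 100% = no compound control; below 100% means less GTP binding so inhibitor and above means activator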
Target sequence (P60953 whole entry, looked up): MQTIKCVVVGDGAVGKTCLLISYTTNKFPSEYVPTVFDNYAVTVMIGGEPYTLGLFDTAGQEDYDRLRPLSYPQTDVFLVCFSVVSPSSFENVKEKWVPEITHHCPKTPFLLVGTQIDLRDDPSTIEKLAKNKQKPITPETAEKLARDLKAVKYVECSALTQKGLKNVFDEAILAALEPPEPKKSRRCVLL
Rac1 mut GTP: human Rac1 activated mutant GTP binding change. P63000. GST-Rac1 activated beads, fluorescent GTP binding, flow cytometry; actives lie on both sides; 100% means binding = to untreated wells. percent activity (GTP binding), % at 10 µM. hit rate 0.11% among 190,000. AID 764;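 active = GTP binding at least 20 percentage points away from the 100% baseline, in either direction, so actives lie on both sides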
Active calls of the source: *; nt = not tested or not shown.

SMILES	Rab7 wt GTP bind	ABCB1 block	Rab2A wt mod	Avidin bead fluor	ABCG2 inh	Pf gametocyte	Rac1 wt modul	HRas wt GTP	Mcl1 Noxa PPI	Cdc42 wt	Rac1 mut GTP
COc1ccc(CN2CCCCCC2)c(C)c1C	102	-0.6	102	7	0	6	107	101	39	102	99
Cc1cc(/C=N/NC(=O)c2cccc([N+](=O)[O-])c2)c(C)n1-c1ccccc1	99	11	98	11	49	12	107	101	27	101	99
Cc1noc(C)c1CSc1nnc2scc(-c3ccc(Cl)cc3)n12	95	-0.6	94	11	9	7	103	97	3	99	96
CCOC(=O)c1cc(CC)sc1NC(=O)C1CC1	98	0.1	98	3	1	nt	98	96	-29	99	97
CN(CC(=O)NCCc1ccc(Cl)cc1)S(=O)(=O)c1ccc2c(c1)c(=O)n(C)c(=O)n2C	99	1.2	100	7	3	nt	101	100	2	104	99
CCOc1ccc(-c2nnn(CCC(=O)O)n2)cc1OC	98	0.3	97	14	-1	8	100	98	-17	99	97
Cc1ccccc1-n1c(=O)[nH]c(=O)c2c(N)c(C(=O)c3ccc(Cl)cc3)sc21	99	0.9	100	16	17	nt	105	102	-8	100	100
COCCNC(=O)c1onc(CSc2cc(C)ccc2C)c1C(=O)O	100	0.9	102	9	4	-76	102	103	25	102	99
C=CCc1cccc2cc(C(=O)N(CC)CC)c(=O)oc12	100	0.3	100	31	3	-22	103	100	0	102	100
CC(C)OC(=O)CSc1nnc(-c2ccc([N+](=O)[O-])cc2)o1	95	0.2	96	14	3	6	102	96	-11	96	96
COc1ccccc1NC(=O)CSc1ccc(-c2cccs2)nn1	96	-0.7	96	10	12	23	98	94	14	93	95
Cc1c(C(=O)NCc2cccnc2)oc2ccc(S(=O)(=O)N3CCCC(C)C3)cc12 (stereo not given)	95	0.1	98	12	6	nt	104	97	-57	99	99
CCCC(c1nnnn1CS(=O)(=O)c1ccc(C)cc1)N1CCN(c2ccccc2)CC1 (stereo not given)	103	5.4	102	16	1	-1	102	100	5	101	100
CC(NC(=O)Cn1cnc2c1c(=O)n(C)c(=O)n2C)c1ccccc1 (stereo not given)	103	0.6	104	9	3	nt	105	106	20	107	101
O=c1cc(C(F)(F)F)oc2c1ccc1ccccc12	104	1.6	102	6	11	-4	106	104	8	102	99
Cn1c(-c2ccccc2)c(C(=O)CCl)c2ccccc21	100	1.1	96	18	3	-9	97	96	70*	93	94
O=C(CCCn1c(=O)[nH]c2ccc(Br)cc2c1=O)NCc1ccc(Cl)cc1	106	-0.3	97	11	4	-9	98	97	0	100	95
COC(=O)c1sc2cnccc2c1N	104	0.2	104	35	3	nt	103	106	1	106	100
O=C1c2ccccc2C(=O)N1CCSc1ncn[nH]1	96	0.7	98	18	2	nt	104	102	21	102	101
Cc1ccccc1/C=C1\CCCc2ccccc2C1=O	98	0.1	98	6	0	nt	104	98	14	95	96
Cc1ccc(/C=C/C(=O)Nc2sc3c(c2C#N)CCCC3)o1	99	-0.1	100	18	9	-6	103	103	51*	103	99
O=C(CCN1C(=O)C2C3C=CC(C3)C2C1=O)Nc1ccccc1 (stereo not given)	99	0.3	100	10	-1	1	102	100	-4	101	99
CCN(C(=O)COC(=O)c1ccc(Cl)cc1N)C1CCCCC1	104	1.0	97	12	8	4	96	98	1	95	93
CCOC(=O)N1CCC(NC(=O)c2ccc3c(c2)ncn3C2CCCC2)CC1	96	-0.2	96	10	1	-26	97	96	25	96	95
O=C1CC(N2CCC(c3nc4ccccc4o3)CC2)C(=O)N1 (stereo not given)	102	0.4	98	9	1	11	99	98	2	96	95
COc1ccc(Br)cc1C(=O)Nc1cc(C)cc(C)c1	101	0.3	101	7	2	11	100	101	-3	103	100
COc1cc(/C=C(\C#N)c2ccccn2)ccc1OCC(=O)Nc1cccc(C(F)(F)F)c1	102	-1.1	98	6	0	5	106	100	0	102	99
CCc1cccc(C)c1NC(=O)CN(C)Cc1ccc(Br)cc1	94	1.5	96	13	14	-11	97	96	0	95	96
Cc1cc(=O)oc2cc(N3C(=O)CC(Cc4ccccc4)C3=O)ccc12 (stereo not given)	97	1.8	98	5	5	-21	102	98	21	99	96
O=C(O)COc1ccc(Oc2ccccc2)cc1	96	0.9	95	13	3	nt	99	99	0	96	94

An excerpt from above in order of molar mass, high to low.
SMILES	Rab7 wt GTP bind	ABCB1 block	Rab2A wt mod	Avidin bead fluor	ABCG2 inh	Pf gametocyte	Rac1 wt modul	HRas wt GTP	Mcl1 Noxa PPI	Cdc42 wt	Rac1 mut GTP
COc1cc(/C=C(\C#N)c2ccccn2)ccc1OCC(=O)Nc1cccc(C(F)(F)F)c1	102	-1.1	98	6	0	5	106	100	0	102	99
CCc1cccc(C)c1NC(=O)CN(C)Cc1ccc(Br)cc1	94	1.5	96	13	14	-11	97	96	0	95	96
Cc1ccc(/C=C/C(=O)Nc2sc3c(c2C#N)CCCC3)o1	99	-0.1	100	18	9	-6	103	103	51*	103	99
COC(=O)c1sc2cnccc2c1N	104	0.2	104	35	3	nt	103	106	1	106	100

The results go on.
SMILES	Rab7 wt GTP bind	ABCB1 block	Rab2A wt mod	Avidin bead fluor	ABCG2 inh	Pf gametocyte	Rac1 wt modul	HRas wt GTP	Mcl1 Noxa PPI	Cdc42 wt	Rac1 mut GTP
O=C(CCN1CCN(CCO)CC1)Nc1ccc(F)c(F)c1	101	0.1	100	21	6	nt	106	100	8	105	101
O=C(O)C(=O)/C(=C\c1ccc(Cl)cc1)c1ccc2ccccc2n1	93	0.0	94	8	0	3	99	94	-13	96	93
O=C(NC1CCCC1)C(c1ccc(Cl)cc1)N1CCOCC1 (stereo not given)	99	-3.2	99	4	-5	nt	102	99	-3	100	99
Cc1c(CCOC(=O)c2cc([N+](=O)[O-])cc([N+](=O)[O-])c2)sc[n+]1CCCCS(=O)(=O)[O-]	95	0.6	96	9	0	15	96	95	2	96	98
Cc1nn(CCC(N)=S)c2nc(-c3cccs3)cc(C(F)(F)F)c12	102	-0.1	99	7	3	4	103	99	20	97	99
COc1c2ccc(C(=O)NCc3cc(C(F)(F)F)cc(C(F)(F)F)c3)cc2nn1C	102	0.6	99	8	5	18	98	100	-3	101	97
COC(=O)c1[nH]c2ccc(C)cc2c1NC(=O)c1ccccc1[N+](=O)[O-]	104	1.0	102	12	29	24	106	103	17	105	103
COCCn1nnnc1C(C(C)C)N1CCC(Cc2ccccc2)CC1 (stereo not given)	97	0.7	96	4	4	nt	98	97	19	94	96
CC(C)CCNC(=O)Cc1c(C(=O)O)[nH]c2ccc(Cl)cc12	97	1.4	95	40	18	-20	104	97	13	97	95
CCOC(=O)CN(C(=O)Cn1nnc2ccccc21)C(C(=O)NCCOC)c1ccccc1 (stereo not given)	97	0.1	99	6	1	nt	99	100	-6	101	97
COc1ccc(C(=O)NNC(=O)c2ccc(C)cc2)cc1S(=O)(=O)N1CCCC1	95	0.7	96	9	3	24	96	97	-6	96	97
COc1ccccc1C1=Nn2c(nnc2C2CCCCC2)SC1	102	0.6	101	4	4	5	103	102	0	102	100
CCOc1cc(CNCCSc2nnnn2C)cc(Br)c1OCc1ccccc1F	98	2.1	99	34	4	nt	102	98	19	100	101
CCS(=O)(=O)NCc1cn2ccsc2n1	102	0.7	101	16	3	nt	103	103	14	103	100
C=C(C)Cn1c(SCC(=O)O)nnc1-c1ccccc1	101	0.2	100	8	1	15	104	101	6	99	99
COc1cc(C2=NOC(C(=O)Nc3ccc(C)cc3)C2)cc(OC)c1OC (stereo not given)	99	0.1	98	34	1	nt	101	99	-5	100	98
Cc1cccc(C)c1NC(=O)C(c1ccccc1)N1CC(=O)Nc2ccccc21 (stereo not given)	95	2.1	99	4	8	nt	104	99	14	102	96
Cc1cccc(N2CC(C(=O)Nc3ccc4c(c3)OCO4)CC2=O)c1C (stereo not given)	99	0.4	101	37	2	-6	105	101	-1	104	101
Cc1nn(-c2ccccc2)c2sc(C(=O)OCc3nnc(-c4ccccc4)o3)cc12	96	0.8	95	12	9	nt	97	96	6	97	94
CCOC(=O)c1sc(-c2ccccc2)nc1C	99	0.3	95	8	3	14	91	92	4	98	91
O=C(Nc1ccc(SC(F)F)cc1)c1ccccc1F	104	1.3	100	9	20	15	98	97	14	99	98
Cc1cc(C)n2nc(N)c(N=Nc3cccc(Cl)c3)c2n1	95	0.7	95	4	3	8	89	96	17	96	96
Cc1ccc(OCCOC(=O)Nc2ccccc2)cc1	101	0.0	100	6	0	9	103	102	-7	101	102
CC(C)COc1ccc(C(=O)Nc2ccc(SC(F)F)cc2)cc1	99	0.4	100	12	4	-20	104	101	4	103	102
Cc1cc(C)c2[nH]c(=O)c(CN(CC3CCCO3)C(=S)Nc3ccccc3)cc2c1 (stereo not given)	103	2.6	100	11	7	6	101	101	-6	99	99
C/C(=N/NC(=O)c1cccs1)c1ccc(N2CCOCC2)cc1	103	-0.2	103	7	-1	8	106	105	-10	103	103
CCC1CCCCN1C(=O)c1nn2cccnc2c1Cl (stereo not given)	96	0.8	95	21	6	-24	95	96	-2	99	93
Cc1cc(=O)[nH]c2c1c(C)nn2C1CCOC(C)(C)C1 (stereo not given)	96	0.4	95	37	1	nt	97	99	3	100	95
CC(=O)c1ccc(NC(=O)COc2ccccc2C(=O)Nc2ccc(C)cn2)cc1	104	1.4	96	10	30	26	99	97	-40	96	94
O=C(c1cc(-c2ccc3c(c2)OCO3)on1)N1CCN(c2ccccc2)CC1	99	1.4	100	25	42	nt	106	102	8	103	99
COc1cccc(Nc2ncnc3ccccc23)c1	101	0.0	102	7	1	nt	106	103	18	104	98
Cc1cnc2ncc3sccc3c2c1	96	-4.1	97	13	0	-11	103	97	-11	98	97
O=C1[C@@H]2[C@@H]3C[C@@H]([C@H]4ON=C(c5ccc(Cl)cc5)[C@@H]34)[C@@H]2C(=O)N1C1CCCCC1	100	0.8	99	14	2	nt	102	100	0	98	99
CS(=O)(=O)N1CCC(C(=O)Nc2cc(Cl)ccc2Cl)CC1	97	0.3	103	7	4	0	102	101	9	100	98
O=C(NNS(=O)(=O)c1ccc(Cl)cc1)c1cc(-c2ccccc2)nc2ccccc12	103	-0.2	99	5	-3	-1	101	99	-8	99	97
COc1ccc(C2C(C#N)=C(N)Oc3n[nH]c(C)c32)cc1Cn1nc(C)c([N+](=O)[O-])c1C (stereo not given)	99	0.6	101	24	2	18	97	99	26	100	96
Nc1cccc(-n2cccc2)c1	104	-0.2	100	6	-1	nt	101	98	-14	98	96
O=C(O)c1ccc(CSc2n[nH]c(-c3ccco3)n2)cc1	101	1.2	102	8	7	-7	98	103	14	105	100
Cc1ccc(N=Cc2nc(/C=C/c3cccc([N+](=O)[O-])c3)oc2O)cc1	98	0.0	98	15	0	nt	99	99	16	100	97
